EPAC2 antagonist: EPAC2 (human) antagonism. AID 720708. 0.18% of 360,000 active. EPAC2 GEF exchange of Rap1B-BODIPY-GDP, fluorescence. Potency, µM (top dose mostly 114 µM), inactives show at the top dose activity, negative = inhibition, hits mostly inhibitors; also: % is scaled to controls: 0 for no effect and ±100 for the full control effect; nearly all actives have a fitted effect of over 45% in size; many of its hits are not listed in these tables
Target sequence (Q8WZA2 whole entry, looked up): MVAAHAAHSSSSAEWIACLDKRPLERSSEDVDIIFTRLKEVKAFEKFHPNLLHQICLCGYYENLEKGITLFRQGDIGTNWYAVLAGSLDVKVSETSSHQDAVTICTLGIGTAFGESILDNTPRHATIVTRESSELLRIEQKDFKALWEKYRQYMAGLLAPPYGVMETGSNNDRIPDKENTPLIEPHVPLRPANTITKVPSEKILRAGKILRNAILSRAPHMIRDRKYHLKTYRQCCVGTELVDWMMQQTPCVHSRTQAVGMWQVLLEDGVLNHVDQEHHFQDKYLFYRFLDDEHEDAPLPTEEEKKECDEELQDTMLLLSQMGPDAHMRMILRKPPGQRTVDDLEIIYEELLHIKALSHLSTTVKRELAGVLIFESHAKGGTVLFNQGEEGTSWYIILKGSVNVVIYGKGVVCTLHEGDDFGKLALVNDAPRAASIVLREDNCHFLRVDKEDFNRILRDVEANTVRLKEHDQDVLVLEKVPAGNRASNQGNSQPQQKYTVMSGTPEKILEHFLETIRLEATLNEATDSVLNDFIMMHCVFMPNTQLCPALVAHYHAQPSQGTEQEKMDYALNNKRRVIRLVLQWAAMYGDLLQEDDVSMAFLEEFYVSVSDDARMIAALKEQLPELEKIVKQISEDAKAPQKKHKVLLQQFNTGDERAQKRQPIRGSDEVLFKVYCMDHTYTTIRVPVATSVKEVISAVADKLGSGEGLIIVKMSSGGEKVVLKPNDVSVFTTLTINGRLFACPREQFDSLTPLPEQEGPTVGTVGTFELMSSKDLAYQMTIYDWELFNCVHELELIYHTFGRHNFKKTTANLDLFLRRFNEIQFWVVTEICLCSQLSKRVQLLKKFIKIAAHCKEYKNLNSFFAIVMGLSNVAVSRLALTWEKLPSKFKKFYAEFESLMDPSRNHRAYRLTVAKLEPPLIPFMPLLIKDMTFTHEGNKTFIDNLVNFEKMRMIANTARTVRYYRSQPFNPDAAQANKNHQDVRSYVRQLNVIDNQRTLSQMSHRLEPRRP
EPAC1 antag: antagonists of human EPAC1 | AID 720709 | EPAC1 GEF assay, Rap1b-BODIPY-GDP exchange fluorescence | Potency, µM (series often up to 115 µM), for the others: at the highest dose activity change, negative = inhibition, most hits filed as inhibitors | O95398 | 0.14% of 360,000 active;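 also: plate controls were vehicle for no effect and positive control for full effect; nearly all actives have a fitted effect of over 50% in size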
PTHR1 ag: activates the human parathyroid hormone receptor PTHR1 | HEK293 GP2 PTHR1 cells, GloSensor cAMP luminescence, 1 h | Potency, µM (highest dose often 115 µM), without a hit: top-dose activation, most hits filed as activators | 0.075% of 410,000 active | AID 743266; also: nearly all actives have a fitted effect of over 55% in size; some results filed as inactive show a strong effect at the top dose; inactives centre near -15; many of its hits are not listed in these tables
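HEK-293-derived GP2 cells expressing PTHR1 and a GloSensor cAMP reporter, 3,000/well, plated overnight, given luciferin plus IBMX (each 0.5 mM as added) for 1 h at 37 °C, then compound for 1 h at 37 °C. Luminescence was read after 15 min at room temperature.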
aSyn rescue: alpha-synuclein toxicity inhibition in yeast | Yeast expressing alpha-synuclein, growth rescue, BacTiter-Glo, 24 h | Potency, µM (highest dose often 46.1 µM), for the others: top-dose growth rescue (activation), most hits filed as activators | 0.14% of 370,000 active | AID 652106; also: % of control where 0% means no effect; nearly all actives have a fitted effect of over 65% in size
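Galactose-induced alpha-syn yeast (OD600=0.02, raffinose-pregrown) + pinned cpd, 24 hr, 30 deg C; growth by BacTiter-Glo luminescence. Growth restoration scores as activation.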
FUS yeast rescue: suppressors of FUS proteinopathy in yeast | AID 1347120 | S. cerevisiae FUS-expressing, growth rescue, OD600, 24 h | 0.24% of 390,000 active | Potency, µM (top dose mostly 76.6 µM), for inactives: top-dose growth rescue (activation), actives largely listed as activators;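 also: plate controls were DMSO vehicle for no effect and reference control for full effect; nearly all actives have a fitted effect of over 55% in size; some results filed as inactive show a strong effect at the top dose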
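Cultures pregrown in 2.5% raffinose medium are shifted to minimal medium containing 2% galactose to express toxic FUS. Compounds are tested at several concentrations. After 24hr at 30C, growth is quantified at 600 nm absorbance.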
EPAC2 agonist: activates human EPAC2 exchange factor | 0.079% of 360,000 active | Potency, µM (series often up to 154 µM), without a hit: at the highest dose activation, actives largely listed as activators | Q8WZA2 | AID 720711 | EPAC2 activation, biochemical qHTS; response scale: 100% = 6.5 mM cAMP response; also: nearly all actives have a fitted effect of over 50% in size
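Each well held 100 nM EPAC2, 250 nM RAP1B-BODIPY-GDP and 50 uM GDP. Fluorescence, read at 5-min intervals to 30 min, was referenced to a 6.5 mM cAMP positive control.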
EPAC1 ag: activates human EPAC1 exchange factor; O95398; EPAC1 agonist qHTS, biochemical assay; response scale: 100% = response to 6.5 mM cAMP; Potency, µM (highest dose often 154 µM), without a hit: at the highest dose activation, actives largely listed as activators; 0.073% of 360,000 active; AID 720707; also: nearly all actives have a fitted effect of over 60% in size
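EPAC1 100 nM, Rap1B–BODIPY-GDP 250 nM, unlabeled GDP 50 uM; compound titration; 5 min RT; kinetic read ex480/em540 at 5-min intervals ×30 min; data normalized to 6.5 mM cAMP agonist control.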
TDP43 rescue: TDP-43 toxicity inhibition in yeast; TDP-43 expressing yeast growth rescue, BacTiter-Glo, 24 h; Potency, µM (titrated, usually from 46.1 µM), without a hit: at the highest dose growth rescue (activation), hits mostly activators; 1.8% of 410,000 active; AID 652104; also: % of control where 0% means no effect; nearly all actives have a fitted effect of over 50% in size
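Readout is BacTiter-Glo luminescence of cell growth, so inhibitors register as activators. TDP-43-expressing yeast at OD600=0.02 in galactose medium, after raffinose pregrowth to mid-log, were incubated with compound for 24 hr at 30 deg C.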
Numbers without * were called inactive; i = inactive; ? = inconclusive; nt = not tested or not shown; [ ] = dose if it differs, or a comment. Calls follow the shape of the dose curve; as a rule, active = well fitted curve in the direction sought with a large enough effect; inconclusive = small, poorly fitted or top-dose-only effect, or another doubt; inactive = no such curve, though single readings can be large; an effect the other way counts as inactive or inconclusive. Potency is read from the fitted curve at half-maximal effect. These rows are one share of the data, so the mix of outcomes need not match the whole.

molecule	EPAC1 ag	PTHR1 ag	TDP43 rescue	EPAC2 agonist	FUS yeast rescue	aSyn rescue	EPAC2 antagonist	EPAC1 antag
CCC(CC)C1C(C#N)=C(N)Oc2cc(C)oc(=O)c21 (configuration not stated)	-3%	-30%	-16%	7%	-4%	-2%	-1%	-8%
NS(=O)(=O)c1ccc(NC(=O)C2CCCO2)cc1 (configuration not stated)	8%	23%	-20%	9%	19%	-9%	-7%	-17%
CC1(C)C(=O)Nc2ccccc2N1C(=O)COc1ccc(S(=O)(=O)N2CCOCC2)cc1Cl	-11%	i	-5%	-2%	40%	-7%	6%	-8%
Cc1ccc2c(C(=O)CN3CCCCC3)c(C)[nH]c2c1	-5%	i	4%	13%	-9%	-2%	0%	-4%
COc1ccc(C(C(=O)NC2CCCCC2)N(C(=O)c2ccccn2)c2cccnc2)c(OC)c1 (configuration not stated)	12%	-9%	-8%	9%	-16%	-13%	-7%	-7%
O=C(NC1CC1)c1ccc(CS(=O)c2ccccc2)o1 (configuration not stated)	-12%	-2%	-10%	16%	4%	-7%	4%	0%
Cc1ccc(SCCc2cc[n+](CC(=O)c3ccccc3)cc2)cc1	0%	i	1%	-4%	10%	10%	-7%	15%
O=C(NCc1ccc(Cl)cc1)C(=O)NCC1OCCN1S(=O)(=O)c1cccs1 (configuration not stated)	-6%	-12%	24%	2%	-10%	0%	-5%	-4%
CC(C)NC(=O)NC(=O)COC(=O)/C=C/c1ccccc1[N+](=O)[O-]	-3%	i	-1%	-2%	-2%	-5%	2%	-4%
CN(C)S(=O)(=O)c1cccc(NC(=O)C2Cc3ccccc3CN2C(=O)c2ccco2)c1 (configuration not stated)	-8%	i	-18%	-3%	33%	-7%	1%	-15%
O=C(NCCCN1CCOCC1)c1cccc(NS(=O)(=O)c2ccc(Br)cc2)c1	16%	-25%	18%	0%	-8%	0%	-3%	5%
O=C(CCNC(=O)c1ccc([N+](=O)[O-])cc1)NCCc1ccc(Cl)cc1	11%	i	-9%	6%	15%	1%	-1%	3%

Taken from above:
Under EPAC1 ag, CC(C)NC(=O)NC(=O)COC(=O)/C=C/c1ccccc1[N+](=O)[O-] has the entry -3%
Under EPAC1 antag, CCC(CC)C1C(C#N)=C(N)Oc2cc(C)oc(=O)c21 (configuration not stated) has the entry -8%

Next section:
molecule	EPAC1 ag	PTHR1 ag	TDP43 rescue	EPAC2 agonist	FUS yeast rescue	aSyn rescue	EPAC2 antagonist	EPAC1 antag
O=C(Nc1ccc2c(c1)OCO2)C1Cc2c(-c3ccc4c(c3)OCO4)ccnc2O1 (configuration not stated)	-1%	i	28µM*	12%	17%	6%	5%	4%
COc1ccc(CNC(=O)/C=C/c2cc3c(cc2Br)OCO3)cc1	-13%	-10%	5%	-5%	1%	-9%	4%	1%
COc1cc(/C=C(/C#N)c2nc3ccccc3[nH]2)ccc1OC(=O)c1ccco1	8%	-27%	-24%	8%	11%	-12%	11%	0%
C[C@H]1Cn2cnc(C(=O)Nc3ccc(CNC(=O)OC(C)(C)C)cc3)c2C(=O)N1	-5%	i	18%	1%	14%	1%	-1%	-8%
COc1ccc2nc(NC(=O)c3ccc(S(=O)(=O)N4CCC(C)CC4)cc3)sc2c1	nt	-27%	25%	nt	-12%	0%	nt	nt
CN(c1ccccc1C(=O)Nc1cccc(Br)c1)S(=O)(=O)c1ccccc1	19%	-12%	28µM*	?	36%	10%	0%	-14%
COc1cc(/C=N/NC(=O)CCn2cnc(-c3ccccc3)c2-c2ccccc2)ccc1O	2%	-89%[inhibitor]	12%	3%	6%	-12%	?	-4%
O=C(Cn1cnnn1)NCCc1ccc(Cl)cc1Cl	11%	i	9%	1%	10%	10%	-1%	-7%
CCOc1cc(S(=O)(=O)Nc2ncn[nH]2)ccc1Br	-7%	-2%	6%	5%	8%	1%	12%	-2%
COc1ccc(/C=N/NC(=O)CCC(=O)Nc2ccc(Br)cc2)c(OC)c1	-41%[inhibitor]	i	-6%	-1%	35%	-2%	2%	?
COC(=O)C1CCN(C(=O)/C(C)=C\c2ccccc2)CC1	2%	i	8%	4%	-11%	8%	5%	-9%
COc1ccc(COCC(O)CN2CCCCC2)cc1OC (configuration not stated)	3%	-12%	6%	7%	-17%	-9%	2%	-2%

Next section, overlapping the part above by two compounds.
molecule	EPAC1 ag	PTHR1 ag	TDP43 rescue	EPAC2 agonist	FUS yeast rescue	aSyn rescue	EPAC2 antagonist	EPAC1 antag
COC(=O)C1CCN(C(=O)/C(C)=C\c2ccccc2)CC1	2%	i	8%	4%	-11%	8%	5%	-9%
COc1ccc(COCC(O)CN2CCCCC2)cc1OC (configuration not stated)	3%	-12%	6%	7%	-17%	-9%	2%	-2%
CCCS(=O)(=O)NCCc1cc2cc(C)c(C)cc2[nH]c1=O	1%	i	-3%	-9%	5%	2%	-15%	-19%
Cc1cccc(N2C(=O)CS(=O)(=O)C23C(=O)N(Cc2c(F)cccc2Cl)c2ccccc23)c1 (configuration not stated)	nt	-10%	8%	nt	-8%	8%	nt	nt
O=c1[nH]c(=S)[nH]c2sccc12	0%	-46%[inhibitor]	-9%	15%	11%	-9%	-6%	-23%
c1cncc(-c2nnc(-c3cccnc3)nn2)c1	0%	-23%	14%	-4%	-31%	-40%[inhibitor]	9%	14%
Cc1cc(C(=O)NNC(=S)NCc2ccccc2)no1	-1%	-4%	24%	10%	-1%	-2%	2%	-1%
CC1=NN(C(=O)Cc2ccc(C)cc2)C(O)(c2cccnc2)C1 (configuration not stated)	0%	i	5%	-4%	1%	1%	0%	0%
COc1cccc(NC(=O)C2CC2)c1	-17%	-16%	1%	3%	-18%	1%	1%	1%
Cc1ccc(S(=O)(=O)NC(CC(C)C)C(=O)NCC(c2ccco2)N2CCCCC2)cc1 (configuration not stated)	1%	-58%[inhibitor]	-20%	-5%	0%	-11%	10%	-8%
CCC(NC(=O)c1cc(COc2ccc(F)c(F)c2)on1)c1ccncc1 (configuration not stated)	8%	-24%	8%	5%	22%	4%	-15%	-19%
c1ccc(Oc2cc(-c3ccccc3)nc(-c3ccccc3)n2)cc1	14%	i	12%	-4%	-7%	-2%	-2%	-3%
O=C(CSc1nc2ccccc2c(=O)n1NC(=O)c1ccccc1)c1ccccc1	8%	-8%[57.5 µM]	0%	2%	34%	4%	0%	-4%
COC(=O)c1cnn(-c2cc(Oc3cccc(C)c3)ncn2)c1N	-6%	-2%[57.5 µM]	17%	-10%	8%	7%	1%	7%
CC(C)(C)C(=O)N1CCN(c2nc3ccc(Br)cc3s2)CC1	-9%	i	8%	5%	-10%	-3%	3%	8%
COc1cc(Nc2ccn3nc(-c4ccc(F)cc4)cc3n2)cc(OC)c1OC	-4%	i	20%	5%	3%	2%	18%	-12%
CC1(C)CC(c2nc(-c3ccc(Cl)cc3)cs2)CCS1 (configuration not stated)	8%	-37%[inhibitor]	4%	5%	-17%	-17%	-7%	-4%
O=C(CN1CCN(S(=O)(=O)c2ccc(Cl)cc2)CC1)NCC1(N2CCOCC2)CCCCC1	2%	-13%	1%	6%	16%	0%[1.84 µM]	-7%	-10%
CCO/N=C(\C)c1c(O)c(CC)c(-c2ccccc2)n(-c2ccccc2)c1=O	-10%	i	-20%	-2%	48%	11%	16%	11%
O=C1CC2(CCN(C(=O)c3cccc(Cl)c3)CC2)Oc2ccccc21	-7%	-15%	6%	0%	18%	17%	0%	-1%
CCC(=O)Nc1c(C)c(CC)nc2ccccc12	-9%	20%[57.5 µM]	-27%	3%	31%	0%	20%	-5%
COc1ccccc1CN(C)C(=O)C(c1ccccc1)c1ccccc1	17%	-38%	-3%	11%	?	2%	?	-17%
O=C1[C@@H]2Cc3ccccc3CN2C(=O)N1c1cccc(F)c1	-7%	-8%	-18%	7%	-1%	10%	3%	-3%
Cc1ccccc1NC(=O)Cc1nc(COC(=O)c2ccc(C(F)(F)F)cc2)cs1	-12%	i	-1%	-7%	-15%	-4%	18%	11%
O=C(NCc1cc(C(F)(F)F)ccc1Cl)c1cccc2c1C(=O)c1ccc(N3CCC(Cc4ccccc4)CC3)cc1S2(=O)=O	-11%	-13%	23%	-21%	-22%	7%	270%[activator]	11%
Cc1ccc(/C=C/C(=O)N2CCN(c3cccc(C(F)(F)F)c3)CC2)cc1	-16%	-41%[inhibitor]	-11%	-8%	19%	-1%	-2%	7%
CN(C)S(=O)(=O)c1ccc(C(=O)NCC(=O)N/N=C/c2ccccc2Cl)cc1	8%	i	-10%[9.22 µM]	-3%	9%	3%	-6%	2%
CCN(CC)S(=O)(=O)c1cc(C(=O)O)ccc1OC	5%	-2%	-29%	-7%	1%	-7%	3%	-12%
O=C(NCCN1CCOCC1)C1CCC(=O)N1Cc1ccccc1Cl (configuration not stated)	8%	-7%[57.5 µM]	25%	10%	-4%	-2%	10%	-5%
Cc1ccc(NC(=O)CC2Oc3ccc(C)cc3NC2=O)cc1 (configuration not stated)	4%	-11%	-2%	6%	-19%	-9%	7%	-16%
CCCc1nc2sc3c(c2c(=O)[nH]1)CCCC3	-1%	i	?	6%	-4%	22%	10%	5%
CSc1ccccc1-c1nnc(-c2ccc(C)cc2)o1	16%	-39%[inhibitor]	22%	7%	-21%	0%	5%	-4%
O=C(Nc1ccccc1-c1ccccc1)C1CCCN(c2ncccn2)C1 (configuration not stated)	4%	-9%	-20%	9%	9%	0%	-4%	-16%
CCOC(=O)C1=C(COC(=O)c2cc([N+](=O)[O-])ccc2Cl)NC(=O)NC1C (configuration not stated)	0%	-1%	2%	1%	-5%	1%	-1%	6%
Cn1nc(N)nc1N1CCN(c2ccc(F)cc2)CC1	3%	i	0%	1%	-1%	4%	2%	-6%
NS(=O)(=O)c1cc(C(=O)OCC(=O)Nc2ccc(N3CCCCC3)cc2)ccc1Cl	3%	i	-4%	-9%	10%	0%	6%	4%
CN(C)S(=O)(=O)c1ccc2nnn(OCC(=O)NC3CCS(=O)(=O)C3)c2c1 (configuration not stated)	3%	-9%	17%	2%	3%	0%	-3%	-1%
CC1CCN(C(=O)CN(c2ccc3c(c2)OCCO3)S(=O)(=O)c2ccccc2)CC1	6%	i	3%	2%	2%	3%	-11%	-4%

Assay outcomes: PubChem BioAssay, National Center for Advancing Translational Sciences (NCATS)
